Bioassay records from PubChem BioAssay.
ST2 IL33 inh: blocks human ST2 binding to IL-33; Q01638; AlphaLISA ST2-Fc/biotin-IL-33 interaction, 1 h; inhibition, % for hits at 17 µM; 2.3% of 78,000 active; AID 1259354; in the data active = inhibition above about 30%; inconclusive = mostly about 10% to 28%
Target sequence (Q01638 whole entry, looked up): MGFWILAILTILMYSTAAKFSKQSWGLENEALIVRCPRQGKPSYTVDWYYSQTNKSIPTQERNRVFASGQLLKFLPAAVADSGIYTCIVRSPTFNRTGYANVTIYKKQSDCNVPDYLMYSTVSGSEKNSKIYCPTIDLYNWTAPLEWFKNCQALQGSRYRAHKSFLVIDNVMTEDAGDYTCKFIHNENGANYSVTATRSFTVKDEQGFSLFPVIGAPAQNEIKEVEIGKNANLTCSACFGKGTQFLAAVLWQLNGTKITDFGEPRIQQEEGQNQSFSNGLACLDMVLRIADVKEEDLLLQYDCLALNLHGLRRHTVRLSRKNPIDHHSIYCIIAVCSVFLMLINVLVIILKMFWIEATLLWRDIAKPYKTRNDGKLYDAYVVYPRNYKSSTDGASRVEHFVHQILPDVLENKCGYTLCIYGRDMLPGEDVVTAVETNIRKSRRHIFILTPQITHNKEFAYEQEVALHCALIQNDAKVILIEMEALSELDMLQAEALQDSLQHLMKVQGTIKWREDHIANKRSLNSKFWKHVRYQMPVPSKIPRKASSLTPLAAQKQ
* = called active by the depositor; i = inactive; ? = inconclusive; ! = a repeat was not active. Not all compounds are listed; the hit share may differ from the screen's.

Start of the data: the first four compounds as a preview:
Compound | ST2 IL33 inh
Cc1ccc(C(=O)N2NC(c3ccc(F)cc3)C3C(=O)N(c4ccc(C)cc4)C(=O)C32)cc1 (stereo not given) | i
CN(C)S(=O)(=O)c1ccc(C(=O)N2CCOCC2)cc1 | ?
CCc1cc2c(=O)c(Oc3ccccc3)coc2cc1OC | i
CCCS(=O)(=O)c1c(S(=O)(=O)CCC)c2c3ccccc3ccn2c1C(N)=O | ?

The list itself, repeating the preview:
Compound | ST2 IL33 inh
Cc1ccc(C(=O)N2NC(c3ccc(F)cc3)C3C(=O)N(c4ccc(C)cc4)C(=O)C32)cc1 (stereo not given) | i
CN(C)S(=O)(=O)c1ccc(C(=O)N2CCOCC2)cc1 | ?
CCc1cc2c(=O)c(Oc3ccccc3)coc2cc1OC | i
CCCS(=O)(=O)c1c(S(=O)(=O)CCC)c2c3ccccc3ccn2c1C(N)=O | ?
COc1ccccc1NC(=O)c1ccccc1Sc1ccc([N+](=O)[O-])cc1 | ?
CC(C)Cn1c(CN2C[C@H](O)[C@@H](N3CCN(C)CC3)C2)nc2ccccc21 | i
CCOC(=O)CN(Cc1ccc(F)cc1)S(=O)(=O)c1ccc(F)c(C)c1 | i
COC(=O)C1=C(C)Nc2nc(SCc3ccccc3)[nH]c(=O)c2C1c1ccc(Cl)cc1 (stereo not given) | ?
c1ccc(CSc2nnc(-c3ccncc3)o2)cc1 | i
Cc1ccc(-c2nc3ncccc3o2)cc1NC(=O)c1cccc(Br)c1 | i
C=C(C)COc1ccc2cc(-c3nc4ccccc4s3)c(=O)oc2c1 | i
CCNC(=O)O[C@@H]1CO[C@H]2[C@@H]1OC[C@@H]2NC(=S)Nc1cccc(C#N)c1 | 92%*
Cc1nc2ncccn2c1C(=O)NCc1cnc2c(c1)CCC2 | i
O=C(c1ccc(=O)[nH]c1)N1CCCC2(C=Cc3ccccc3O2)CC1 (stereo not given) | i
Nc1cc(C(=O)O)ccc1Nc1ccccc1 | ?
CC(C)NC(=O)[C@@H](C)[C@@H]1CC[C@@]2(C)CC[C@H](NC(=O)CC(C)(C)C)[C@@H](C)[C@@H]2[C@H]1O | i
COc1cc(OC)c(OC)cc1C=Nc1c(C)n(C)n(-c2ccccc2)c1=O | ?
COc1ccc(CCn2nc(C(=O)N(C)C)c3c2CCN(C(=O)c2n[nH]c4c2CCCC4)C3)cc1 | i
CC(=O)c1cccc(NC(=O)C(C(C)C)N2C(=O)c3ccccc3C2=O)c1 (stereo not given) | i
COc1ccc(N(C(=O)c2c(F)cccc2F)C2C=CS(=O)(=O)C2)c(OC)c1 (stereo not given) | i
CCCC(=O)N1CCS(=O)CC1 | i
O=[N+]([O-])c1ccc(N2CCN(c3ncccn3)CC2)nc1 | ?
NCCS | i
CCN1CCCC(CN(C)c2nc3nonc3nc2NCCCOC)C1 (stereo not given) | i
COc1ccccc1N=c1oc2ccccc2cc1C(=O)Nc1ccc(F)cc1 | ?
COC(=O)C(NC(=O)C(NC(=O)C1CCC(C)CC1)C(C)C)C(C)C (stereo not given) | i
COc1ccc2c(c1)CCc1c-2nc2ccc(Br)cc2c1C(=O)O | i
Cc1nc(CNC(=O)[C@H](N)CC(C)C)nc2c1CCCC2 | i
Cc1ccc(C2CC(C(F)(F)F)n3nc(C(=O)Nc4cccc(O)c4)cc3N2)cc1 (stereo not given) | i
O=C(c1cn(-c2ccccc2)nn1)N(Cc1cnn(-c2ccccc2)c1)C1CC1 | i

A different layout for two compounds above:
Cc1ccc(-c2nc3ncccc3o2)cc1NC(=O)c1cccc(Br)c1
  ST2 IL33 inh: i

C=C(C)COc1ccc2cc(-c3nc4ccccc4s3)c(=O)oc2c1
  ST2 IL33 inh: i

More compounds follow.
Compound | ST2 IL33 inh
O=C1c2ccccc2NC(c2ccc(F)cc2)N1c1ccc(Cl)cc1 (stereo not given) | i
CC(C)Oc1cccc(C(=O)C2CCCN(Cc3ccc(Oc4ncccn4)cc3)C2)c1 (stereo not given) | ?
O=S(=O)(CCc1ccccc1)c1ccccc1 | i
CC1CC(C)CN(C(=O)C2CCN(S(=O)(=O)c3cccs3)CC2)C1 (stereo not given) | i
Cc1cc2c(c(-c3ncnc(Oc4cccnc4C)c3C)c1)OC(CN)C2 (stereo not given) | i
COC(=O)c1cc(C[C@H]2CNCC[C@H]2CC(=O)O)no1 | 77%*
O=C1/C(=C/c2ccccc2)CC/C1=C\c1ccccc1 | 33%*
O=C(COc1ccccc1)N1CCN=C1SCc1ccc(Cl)cc1 | i
COC(=O)CCCNC(=O)c1ccc2nc(-c3cccc(OC)c3)oc2c1 | ?
Cc1ccc(NC(=O)C(=O)NC2CCCCCC2)cc1C | i
CC(C)(C)c1cc(CN(Cc2cccnc2)Cc2ccc3c(c2)OCO3)[nH]n1 | i
CCOc1ccnc(NCCc2nccs2)n1 | i
CNS(=O)(=O)c1ccc(CCc2nc(CCc3ccccc3)n[nH]2)cc1 | ?
COc1ccc2oc(=O)c(NC(=O)/C=C/c3ccccc3)cc2c1 | i
O=C1N=C(N2CCOCC2)S/C1=C\c1c(Cl)cccc1Cl | i
COc1ccc(OC)c(C2SCCN2S(=O)(=O)c2cccc([N+](=O)[O-])c2)c1 (stereo not given) | ?
O=C(NCc1ccc(F)cc1)[C@H](CSCc1ccccc1)N1Cc2ccccc2C1=O | i
COc1cc(F)ccc1-c1ccccc1NC(=O)CN | ?
CCn1c(CSc2nc3ccc(C)cc3[nH]2)nc2ccccc21 | i
COc1ccccc1Oc1ncccc1CNC(=O)c1ccc(C)n(C)c1=O | i
Cc1cnc(C(=O)N2CCCN(CC3CC3)C(C(C)C)C2)cn1 (stereo not given) | ?
COc1cccc(Cn2c(CNS(=O)(=O)c3ccccc3Cl)nc3cccnc32)c1 | i
CCOC(=O)C1C(=O)C=C(c2ccc(OC)cc2)CC1c1ccccc1OCC (stereo not given) | ?
COc1cc(Cl)cc2cc(C(=O)NCc3cccnc3N(C)C)oc12 | i
CCN(CC)CCN1C(=O)C(=O)C(=C(O)c2ccc(C)cc2)C1c1ccncc1 (stereo not given) | i
CCCN1CCC(Cc2noc(-c3ncccc3C)n2)CC1 | i
C=CCn1c(-c2ccc(C)cc2)csc1=Nc1c(C)n(C)n(-c2ccccc2)c1=O | ?
CC1(C)NC(=O)N(CC(O)COc2ccc(C3C=CCC3)cc2)C1=O (stereo not given) | ?
O=C(CCn1nnc2ccccc21)Nc1cnc2n1CCCC2 | i
CCOC(=O)C1CCN(C(=O)CCc2nc(-c3ccc(C)cc3)no2)CC1 | i

Remaining list, next part:
| molecule | ST2 IL33 inh |
| --- | --- |
| CCc1nc(CN(C)Cc2ccc(C(=O)Nc3cnn(C)c3)cc2)no1 | i |
| O=C(c1cnc(CN2CCCC2)s1)N1CCCC(Nc2ccccc2)C1 (stereo not given) | i |
| CCC(C)NC(=O)C1CCC(=O)N1Cc1ccc(F)cc1 (stereo not given) | i |
| O=[N+]([O-])c1ccc(-c2nc(NCc3cccnc3)c3ccccc3n2)cc1 | 96%*! |
| COc1ccc(C(=O)Nc2cccc(C(F)(F)F)c2)cc1OC | i |
| Clc1cccc(NCc2ccncc2)c1 | ? |
| CC(=O)N1CCCn2nc(C(=O)NCCNc3ncccc3C)cc2C1 | ? |
| Cc1ccc(Nc2ncnc3c2cnn3-c2ccccc2)cc1 | ? |
| O=[N+]([O-])c1cccc(CN2CCCC(O)C2)c1 (stereo not given) | ? |
| CN1CCNC(=O)C12CCN(C(=O)c1cc(=O)c3ccccc3[nH]1)CC2 | ? |
| C=CCNC(=O)N[C@H]1[C@H](O)[C@@H](N2CCN(C)CC2)[C@@H]2OC[C@H]1O2 | i |
| COc1ccccc1CN1CCSCC1 | i |
| O=C(Nc1cnn(Cc2ccc(F)cc2)c1)c1cc(-c2ccco2)on1 | i |
| CCN(CC)CC[C@H]1CN(C(=O)CC(C)(C)C)CC[C@H]1CC(=O)O | ? |
| O=C(Nc1ccc(NC(=O)c2cccc(S(=O)(=O)N3CCCCC3)c2)cc1)c1ccccc1 | i |
| CSCc1noc(Cn2cnnc2)n1 | i |
| COc1ccc(NC(=O)CC2Sc3ccccc3NC2=O)c(OC)c1 (stereo not given) | ? |
| Cc1cn(CCNc2nc(C3CCCC3)nc3c2CNC3)nn1 | i |
| CCOc1ccccc1NS(=O)(=O)c1ccc2[nH]c(=O)c(=O)[nH]c2c1 | ? |
| Cc1ccc(C2NC(=O)NC3=C2C(=O)CCC3)cc1 (stereo not given) | i |

Pulled by compound from the entries so far (four):
| molecule | ST2 IL33 inh |
| --- | --- |
| CCOc1ccccc1NS(=O)(=O)c1ccc2[nH]c(=O)c(=O)[nH]c2c1 | ? |
| Cc1ccc(C2NC(=O)NC3=C2C(=O)CCC3)cc1 (stereo not given) | i |
| COc1ccccc1CN1CCSCC1 | i |
| CSCc1noc(Cn2cnnc2)n1 | i |

The list continues:
| molecule | ST2 IL33 inh |
| --- | --- |
| COc1ccc(CC(=O)Nc2ccc(C(C)C)cc2)cc1 | ? |
| O=C(Nc1cccc(Cl)c1)c1cc2c(=O)oc3ccccc3c2s1 | ? |
| CCC(=O)NC(C)c1nc2ccccc2n1CC (stereo not given) | ? |
| O=C1NCCN(Cc2ccc(F)c(F)c2)C1CC(=O)N1CCc2[nH]ncc2C1 (stereo not given) | i |
| Cc1nn(Cc2ccc(F)cc2)c(C)c1NC(=O)c1cc(-c2ccc3c(c2)OCO3)on1 | i |
| Cc1nc2ccccc2c(C(=O)O)c1C(=O)O | i |
| Cc1ccc(NC(=O)c2ccc(=O)n(Cc3ccc(F)cc3)c2)c(C)c1 | i |
| CC(=O)c1cc(CC(=O)NCc2ccsc2)cs1 | ? |
| NS(=O)(=O)c1ccc(CCNC(=O)c2cc(-c3ccc(Cl)s3)nc3ccccc23)cc1 | i |
| COc1cc(C(O)C2COC(c3ccc(O)c(OC)c3)C2CO)ccc1O (stereo not given) | ? |
| COc1ccccc1-c1nnc(NC(=O)c2ccc(S(=O)(=O)N3CCCCC3C)cc2)o1 (stereo not given) | i |
| Cn1cc(SCC(=O)Nc2ccc3c(c2)OCO3)c2ccccc21 | i |
| CC(C)CCOC(=O)c1cc2cc(Br)ccc2oc1=O | ? |
| COCc1nc(NC(C)CCc2ccco2)c2cnn(C)c2n1 (stereo not given) | i |
| CN(C)c1ccc(NC(=O)Cc2ccccc2[N+](=O)[O-])cc1 | i |
| C=CCOc1cccc(CN(C)C(=O)[C@@H]2C[C@H](N)CN2C)c1 | ? |
| Cc1ccc(C(=O)CSc2nnc(C)s2)cc1 | ? |
| CC(C)c1c(C#N)c(N)nc(SCC(=O)c2ccc(Cl)c(Cl)c2)c1C#N | ? |
| CC(=O)NCCSCc1ccc(Cl)cc1Cl | i |
| COc1ccc(NC(=O)COc2ccc(Br)cc2C)cc1 | ? |
| O=C(NCc1cccc(Cl)c1)c1cnn2c(C(F)(F)F)cc(-c3ccco3)nc12 | i |
| COC(=O)C1CCCCN1S(=O)(=O)NCc1ccccc1 (stereo not given) | i |
| Cc1cccn2c(=O)c3cc(C(=O)NCCc4ccccc4)c(=N)n(C(C)C)c3nc12 | ? |
| CN(Cc1ccc(-n2cccn2)cc1)C(=O)C(=O)c1cccs1 | i |
| Cc1ccc(-n2cnnn2)nc1 | i |
| CC1=C(C(=O)OC(C)(C)C)C(c2ccc(F)cc2)C(C#N)=C(N)O1 (stereo not given) | i |
| COc1cc(OC)c(NC(=O)C2c3ccccc3C(=O)N3CCc4ccccc4C23)cc1Cl (stereo not given) | ? |
| O=C(NC[C@H]1O[C@@H](CO)[C@@H](O)[C@H]1N1CCN(c2ccccn2)CC1)N1CCOCC1 | i |
| c1ccc(-c2nnc3n2C2(CCCC2)Cc2ccccc2-3)cc1 | i |
| CCCc1[nH]nc2c1C(c1cn[nH]c1-c1ccc(F)cc1)C(C#N)=C(N)O2 (stereo not given) | ? |
| Cn1cc(C(=O)N2CCN(c3ccccc3F)CC2)c2c3ccccc3n(C)c2c1=O | i |
| O=S(=O)(c1ccc(CN2CCCC(O)(CO)C2)cc1)N1CCOCC1 (stereo not given) | i |
| COc1cc(CN2CCCCCCC2)cc(OC)c1O | i |
| COc1ccccc1NC(=O)C1CCCN1C(=O)c1ccc(-c2noc(C)n2)cc1 (stereo not given) | i |
| CS(=O)(=O)NC1CCN(CCn2c(=O)oc3ccccc32)CC1 | ? |
| CCn1c(=O)n(-c2ccc(C)c(C)c2)c2nc(-c3ccc(C)cc3)nc(C(N)=O)c21 | i |
| O=C(c1cccc2c1OCCO2)N1CCN(c2ccc(Cl)cc2[N+](=O)[O-])CC1 | ? |
| CC(c1nccs1)N(C)C(=O)CCC(=O)Nc1ccc(F)c(Cl)c1 (stereo not given) | i |
| O=C(CN1C(=O)c2ccccc2C1=O)Nc1ccc(I)cc1 | i |
| COc1ccc(/C=C(/NC(=O)c2ccco2)C(=O)Nc2ccccc2)cc1 | ? |
| CN1C(=O)C2C(C1=O)N1C(c3ccccc3)C3C(=O)N(C)C(=O)C3N1C2c1ccccc1 (stereo not given) | i |
| CCCc1nnc2sc(CCCN3CCCCCC3)nn12 | i |
| CCNC(=O)O[C@@H]1CO[C@H]2[C@@H]1OC[C@@H]2NC(=O)Nc1cccc(C(F)(F)F)c1 | i |
| COc1cc(/C=C2\C(=O)N(c3ccc(Cl)c(C(=O)O)c3)N=C2C)cc(OC)c1OC | 56%* |
| O=C1c2[nH]nc(-c3ccccc3)c2C(c2ccccc2)N1c1ccccc1 (stereo not given) | i |
| CCOc1ccc2nc(Cl)c(C3CC(c4ccc(C)cc4)=NN3C(=O)CCC(=O)O)cc2c1 (stereo not given) | i |
| C=CCN(CC=C)S(=O)(=O)c1ccc(C(=O)Nc2nnc(-c3ccc(F)cc3)o2)cc1 | i |
| Cc1cc(=O)[nH]c(SCC(=O)c2ccc(C(C)C)cc2)n1 | i |
| Cc1cc(N(C)C)nc(Nc2ccc(NC(=O)c3c(F)cccc3Cl)cc2)n1 | ? |
| O=C(Nc1ccccc1)N(Cc1ccccc1)Cc1ccccc1 | i |

More results follow:
| molecule | ST2 IL33 inh |
| --- | --- |
| CC(C)CNC(=O)C(=O)N1CCCn2cncc2C1 | ? |
| O=C(Nc1cnn(Cc2ccc(F)cc2)c1)c1cc(-c2ccc(Cl)cc2)on1 | ? |
| Cc1nc2c3c(-c4ccccc4)nc(N4CCN(C)CC4)nc3nn2c(C)c1CCC(=O)O | i |
| Cn1nc(-c2ccccc2)cc1C(=O)NCc1csc(-c2ncccn2)n1 | ? |
| CCOC(=O)Cn1nc(-c2ccccc2)c2ccccc2c1=O | i |
